High-throughput results as filed in PubChem BioAssay.
UDG counterscr – Primary qHTS assay for inhibitors of Activation Induced Cytidine Deaminase (AID): UDG Counterscreen signal | FRET deamination/UDG coupled assay, UDG read, 4 h | Potency, µM (top dose mostly 115 µM), without a hit: at the highest dose activity change, negative = inhibition, usual class: inhibitors | 0.14% of 91,000 active | AID 1347430, 2020; further: nearly all actives have a fitted effect of over 65% in size
AID inhibitor – Primary qHTS assay for inhibitors of Activation Induced Cytidine Deaminase (AID): AID signal | Single-stranded DNA cytosine deaminase (Homo sapiens), Q9GZX7 | AID deamination FRET fluorescence, UDG-coupled, 4 h | Potency, µM (highest dose often 115 µM), for the others: top-dose activity change, negative = inhibition, actives largely listed as inhibitors | 0.32% of 91,000 active | AID 1347428, 2020; further: nearly all actives have a fitted effect of over 25% in size
Target sequence (Q9GZX7 whole entry, looked up): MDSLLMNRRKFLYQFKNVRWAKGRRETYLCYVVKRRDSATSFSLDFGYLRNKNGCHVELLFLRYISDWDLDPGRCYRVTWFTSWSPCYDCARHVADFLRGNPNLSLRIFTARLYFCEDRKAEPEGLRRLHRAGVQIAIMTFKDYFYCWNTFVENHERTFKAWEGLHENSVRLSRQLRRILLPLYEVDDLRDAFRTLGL
An asterisk follows results filed as active; ? = inconclusive; [ ] = dose if it differs, or a comment. The call rests on the fitted dose curve; in most records, active means well fitted curve in the direction sought with a large enough effect; inconclusive means small, poorly fitted or top-dose-only effect, or another doubt; inactive means no such curve, though single readings can be large; an effect the other way counts as inactive or inconclusive. On the % scale 0 is the no-effect control and ±100 the full control effect; potency means the concentration at half of the fitted maximal effect. These rows are one share of the data; rates above refer to the full screens.

Second line of a record – AID inhibitor | UDG counterscr
- Cc1ccc(C(=O)NCCSC2CCCC2)s1
    -4% | 4%
- Cc1ccc2c(CN3CCN(c4ccccc4)CC3)cc(=O)oc2c1C
    -10% | 0%
- COCCn1c2c(c(=O)[nH]c1=O)C(c1ccccc1Cl)C1=C(N2)c2ccccc2C1=O (centres undefined)
    -1% | 4%
- COc1ccc(OC)c(NS(=O)(=O)c2ccc(-c3coc(C)n3)cc2)c1
    -13% | -14%
- COc1ccccc1CNC(=O)c1cc(S(=O)(=O)N2CCCC(C)C2)cn1C (centres undefined)
    ? | 1%
- CNS(=O)(=O)c1ccc(C)c(C(=O)Nc2ccc(N3CCCCC3)c3ccncc23)c1
    18% | 8%
- Oc1ccc(Cl)cc1C=NCc1cccc(Cl)c1
    -16% | -8%
- CC(=O)c1cnn(-c2cc(NC3CCCCC3)nc(C)n2)c1C
    0% | 1%
- CC(=O)c1ccc(N2CCN(C(=O)c3cc(S(=O)(=O)N4CCCCCC4)cn3C)CC2)cc1
    -14% | -12%
- N#C/C(=C/c1ccc(OC(F)F)cc1)c1nc2ccccc2[nH]1
    12% | -5%
- Cc1ccc(-c2cc(C(=O)O)c3cccc(Cl)c3n2)cc1
    -6% | 5%
- COc1ccc(-c2cc(=O)n3[nH]cnc3n2)cc1
    14% | 9%
- Cc1cccc(OC(=O)c2snnc2C)c1
    -1% | 11%
- CN=c1scc(-c2ccccc2)n1C
    8% | -2%
- Cc1ccccc1NC(=O)c1ccc(F)c(S(=O)(=O)NC2CCCC2)c1
    -9% | 2%
- O=C(Nc1ccc2c(c1)OCCCO2)c1sc(-c2ccco2)nc1-c1ccccc1
    -5% | -3%
- COc1ccc(CNc2ncnc3c2c(-c2ccccc2)cn3-c2ccc(C)c(Cl)c2)cc1
    -2% | -3%[57.5 µM]
- CCC1CN(C(=O)C2CCN(S(=O)(=O)c3c(C)noc3/C=C/c3ccccc3F)CC2)c2cc(C)ccc2O1 (centres undefined)
    4% | -1%
- COc1ccc(C(CNC(=O)c2ccc(Cl)s2)N(C)C)cc1 (centres undefined)
    6% | 10%
- Cc1cccn2c3c(c(=O)nc12)C(c1ccc(F)cc1)CC(=O)N3 (centres undefined)
    -4% | 1%
- Cc1c(CCNC(=O)Cc2ccc(F)cc2)sc2nc(-c3ccc(F)cc3)nn12
    17% | 3%
- CNC(=O)c1cccc(CNC(=O)C=C(C)C)c1
    -14% | -13%
- COc1ccc(N2CCN(CC(O)COc3c(OC)cccc3OC)CC2)cc1 (centres undefined)
    12%[57.5 µM] | -15%[57.5 µM]
- COc1ccc(NC(=O)c2nnn(-c3cc(Cl)ccc3OC)c2C)cc1
    -11% | -6%
- Cc1ccccc1CCNC(=O)c1ccc2c(c1)c(C)c(C)n2C
    -11% | 28%
- Cc1ccc(SCCNC(=O)CN(c2cccc(C)c2C)S(C)(=O)=O)cc1
    -13% | -9%
- CC(C)c1ccc(C(C)NC(=O)C2CC2)cc1 (centres undefined)
    6% | 3%
- Cc1ccc(CCNC(=O)C(NS(=O)(=O)c2ccc3c(c2)oc(=O)n3C)C(C)C)cc1 (centres undefined)
    13% | 7%
- Cc1c(C(=O)N(Cc2cccc(Cl)c2)Cc2ccco2)oc2ccccc12
    ? | -8%
- O=C(COc1ccccc1F)Nc1nnc(S(=O)(=O)N2CCCCCC2)s1
    -4% | -2%
- Cc1cccc(C)c1NS(=O)(=O)c1ccc(NS(=O)(=O)c2ccc3c(c2)OCCO3)cc1
    36%[activator] | 14%
- CCCNC(=O)N1CCN(S(=O)(=O)c2ccc3c(ccn3C)c2)CC1
    -8% | -16%
- CCOc1ccccc1CNC(=O)CCc1c(C)nn(-c2ccc(N3CCCC3)nn2)c1C
    11% | 7%[57.5 µM]
- COc1cc(/C=N/OCCOc2ccccc2C(C)=O)cc(Cl)c1OC
    -15% | -9%
- CCn1cc(C(=O)N2CCN(c3cccc(C)c3C)CC2)c2cc(OC)c(OC)cc2c1=O
    -25% | -10%
- CC1CCC(NC(=O)c2cc(Sc3ccc(F)cc3)nc3ccccc23)CC1 (centres undefined)
    -3% | -4%
- CCCCN(CC)CCNC(=O)c1nn(-c2ccc(OC)cc2)c(=O)c2c1c1ccccc1n2C
    ? | -2%
- Cc1ccc2nc(Cl)c3cc(C(=O)N4CCCC(C)C4)sc3c2c1 (centres undefined)
    40µM* | -24%
- CCc1nn(CC(=O)NCc2ccccc2)c(=O)c2cccn12
    17% | 3%
- CCOC(=O)C(=O)C1=C(N2CCOCC2)/C(=C/c2ccccc2)CC1
    2% | 7%
- COc1cc(/C=C2\Oc3c(ccc(OS(C)(=O)=O)c3C)C2=O)cc(OC)c1OC
    15% | 8%
- CCc1ccc(OCC(=O)Nc2cc(-c3nc4cc(C)ccc4o3)ccc2C)cc1
    21% | 19%
- Cn1c(=O)c2c(nc(SCC(=O)Nc3ccccc3)n2Cc2ccccc2Cl)n(C)c1=O
    4% | 4%
- CCN(CC)S(=O)(=O)c1ccc(NS(=O)(=O)c2ccc(C(C)C)cc2)cc1
    -2% | 3%
- CCc1ccc2c(c1)c(=O)c(C(=O)c1ccc(C)cc1)cn2CC(=O)Nc1ccc2c(c1)OCCO2
    -29% | -7%

Pulled one by one from above, seven records:
Second line of a record – AID inhibitor | UDG counterscr
- CNS(=O)(=O)c1ccc(C)c(C(=O)Nc2ccc(N3CCCCC3)c3ccncc23)c1
    18% | 8%
- Oc1ccc(Cl)cc1C=NCc1cccc(Cl)c1
    -16% | -8%
- CCC1CN(C(=O)C2CCN(S(=O)(=O)c3c(C)noc3/C=C/c3ccccc3F)CC2)c2cc(C)ccc2O1 (centres undefined)
    4% | -1%
- Cc1ccc2nc(Cl)c3cc(C(=O)N4CCCC(C)C4)sc3c2c1 (centres undefined)
    40µM* | -24%
- Cc1cccc(OC(=O)c2snnc2C)c1
    -1% | 11%
- CCCNC(=O)N1CCN(S(=O)(=O)c2ccc3c(ccn3C)c2)CC1
    -8% | -16%
- Cc1cccc(C)c1NS(=O)(=O)c1ccc(NS(=O)(=O)c2ccc3c(c2)OCCO3)cc1
    36%[activator] | 14%

Following part.
Second line of a record – AID inhibitor | UDG counterscr
- Cc1ccc(C)c(N2CCN(c3ncnc4onc(C)c34)CC2)c1
    -5% | -1%
- O=C(CSCc1nc2ccccc2s1)NC1CCCCC1
    -1% | 0%
- Cc1ccsc1C(=O)NCc1cccnc1
    -8% | -4%
- COc1ccccc1OCCC(=O)OCC(=O)c1cccc(Cl)c1
    -2% | -13%
- Oc1ccc(Cl)cc1C=Nc1ccc(Cl)c(C(F)(F)F)c1
    -6% | 2%
- COc1ccccc1NC(=O)Cn1c(=O)n(Cc2nc(-c3ccccc3)no2)c(=O)c2ccccc21
    -6% | 9%
- COc1ccc(Cl)cc1C(=O)NCCc1ccc(S(=O)(=O)NC(=O)NC2CCCCC2)cc1
    -11% | 0%
- CCOCCOC(=O)c1ccc2c(c1)N(Cc1ccccc1C#N)C(=O)c1ccccc1S2(=O)=O
    -10% | -2%
- O=C(O)c1cccnc1SCc1cccc(Cl)c1
    2% | 5%
- COc1ccc(N(CC(=O)N2CCN(c3cc(C)ccc3C)CC2)S(=O)(=O)c2c(C)noc2C)cc1
    -25% | -16%
- COc1cc(OC)c2c(C)c(CC(=O)NC3CCCCCCC3)c(=O)oc2c1
    6% | -4%
- Cc1ccc(C)c(-c2[nH]c3c(c2-c2c(-n4cccc4)n(C)c(=O)[nH]c2=O)c(=O)[nH]c(=O)n3C)c1
    27% | 4%
- Cc1c(C)n(Cc2ccccc2)c2ccc(C(=O)NCc3ccc(OC(C)C)cc3)cc12
    -5% | 22%
- O=C(/C=C/c1ccc(F)cc1)N(C1CCCCC1)C1CCCCC1
    -18% | -14%
- CCCCc1ccc(N=Cc2ccccc2O)cc1
    5% | 0%
- CCOc1ccc(S(=O)(=O)c2cn(Cc3cc(C)ccc3C)c3ccc(OCC)cc3c2=O)cc1
    -4% | -11%
- Cc1cn2c(=O)c(S(=O)(=O)Nc3ccc(C)c(Cl)c3)c(C)nc2s1
    -14% | -9%
- C#CCN1CCN(CC(=O)Nc2cccc(F)c2)CC1
    0% | 6%
- N#Cc1nc(-c2ccccc2F)oc1NCCN1CCOCC1
    -9% | -10%
- Cc1ccc(CCNC(=O)C2CCCC2)o1
    2% | 10%
- CC(NC(=O)C1c2ccccc2-c2ccccc21)C1CC2CCC1C2 (centres undefined)
    1% | 0%
- CSc1ccc(/C=C2N=C(/C=C/c3ccccc3)OC/2=O)cc1
    1% | 0%
- CCOc1ccccc1NC(=O)N1CCC(N2CCN(Cc3ccccc3)C(=O)C2=O)CC1
    -3% | -9%
- CCCC(=O)Nc1nnc(S(=O)(=O)N(C)Cc2ccc(Cl)cc2)s1
    14% | ?
- CCCCOc1ccc(NC(=O)c2cccc(Cl)c2)c2cccnc12
    12% | -2%
- OCCN(CCO)c1nc(N2CCCCC2)c2nc(N(CCO)CCO)nc(N3CCCCC3)c2n1
    -9% | -10%
- CCc1ccc(-c2nc(CN3CCC(C(=O)NCCc4ccc(C)cc4)CC3)c(C)o2)cc1
    1% | ?
- N#CC1(C(=O)NCc2cccc(NC(=O)C3CCCC3)c2)CCCC1
    -4% | -3%
- CC1CCCCN1Cc1oc(CO)cc(=O)c1O (centres undefined)
    0% | 1%
- COC(=O)c1ccc(COC(=O)Cc2coc3cc4c(cc23)CCC4)o1
    -3% | -3%
- Cc1cc2c(cc1C)C(c1cccc(OC(C)C)c1)CC(=O)N2 (centres undefined)
    30% | -8%
- CCC(NC(=O)c1n[nH]c(=O)c2ccccc12)c1ccc(Br)cc1 (centres undefined)
    1% | -8%
- CCN(CC)C(=O)CN(C1CCCCC1)S(=O)(=O)c1ccc(Br)cc1
    -3% | 4%
- CCc1ccc(-c2nc(SCC(=O)NCCOC)c(-c3ccc(C)cc3)[nH]2)cc1
    -8% | -6%
- Cc1ccc(-n2c3c(cc(C(=O)Nc4ccccc4C(N)=O)c2=O)C(=O)CC(C)(C)C3)cc1
    -19% | -5%
- O=C(NCc1ccccc1)C1CCN(c2ncnc3c2nc2n3CCCCC2)CC1
    ? | -6%
- COCCn1cnc2c1c(=O)n(CC(=O)Nc1cccc(F)c1)c(=O)n2Cc1ccccc1
    -5% | 1%
- Cc1cccc(NC(NC(=O)c2cccc(Cl)c2)C(Cl)(Cl)Cl)c1 (centres undefined)
    -14% | -4%
- CC(SC(C)c1ccccc1F)C(N)=O (centres undefined)
    3% | 0%
- CCNS(=O)(=O)c1cc(-c2nnc(Nc3cccc(C(F)(F)F)c3)c3ccccc23)ccc1C
    -5% | 1%
- Cn1c(=O)c2c(ncn2CC(=O)Nc2ccc3c(c2)OC2(CCCCC2)O3)n(C)c1=O
    -7% | -2%
- N#Cc1ccc(C(=O)Nc2ccc3c(c2)N(C2CCCC2)C(=O)c2ccccc2S3)cc1
    -11% | ?
- Cc1cccc(C(=O)NC(c2ccc(Cl)cc2)C2CC2)c1 (centres undefined)
    -6% | 2%
- COc1ccc(NC(=O)CC2C(=O)N(c3ccc(OC)cc3)C(=O)N2Cc2ccc(OC)c(OC)c2)cc1 (centres undefined)
    -1% | -1%
- COc1ccc(NC(=O)c2ccc3nc(CCc4ccccc4)oc3c2)c(OC)c1
    7% | 7%
- CCC(=O)N(C)CCCNC(=O)c1nc2ccccc2c(=O)[nH]1
    8% | 3%
- COc1cc(/C=C/C(=O)c2ccc(C(=O)O)s2)cc(OC)c1
    -4% | -5%
- COCCCNC(=O)C1CCN(Cc2cc3ccccc3n2Cc2cccc(C)c2)CC1
    -17% | -17%[57.5 µM]
- Cc1ccc2nc(NC(=O)CCn3c(=O)oc4ccccc43)sc2c1
    8% | -6%
- Cc1cccc(OCCNC(=O)Cn2nc(C)c3ccccc3c2=O)c1
    5% | 10%
- COc1ccc(C2C(C(=O)Nc3ccccc3)=C(C)Nc3nc(SCC(=O)c4ccc(C)cc4)nn32)cc1 (centres undefined)
    6% | -16%[57.5 µM]
- Cc1cccc(Nc2nc(-c3ccc(C)c(C)c3)cs2)c1
    -17% | -11%
- Cn1c(COc2ccc(Cl)cc2)n[nH]c1=S
    -5% | -11%
- CNC(=O)c1ccc(OCc2nc(C(C)C)no2)cc1
    0% | -4%
- CCc1nnc2c(N3CCN(c4cccc(C(F)(F)F)c4)CC3)nc3ccccc3n12
    ? | 17%
- N#C/C(=C/c1ccc(-c2ccc(Cl)cc2)o1)C(=O)NC1CC1
    4% | 2%
- CCOC(=O)c1cc(OC(=O)c2ccc(Cl)cc2)n(-c2ccccc2)n1
    -16% | 7%
- COC(=O)c1ccc(COC(=O)CC23CC4CC(CC(Br)(C4)C2)C3)o1
    -4% | 2%
- Cc1ccc(C)c(N2CCN(C(=O)C(CC(C)C)NS(=O)(=O)c3ccc4nc(C)sc4c3)CC2)c1 (centres undefined)
    -22% | 3%
- Cc1cc(C(F)(F)F)c(C#N)c(SCc2cccc3ccccc23)n1
    -2% | -12%

Next section:
Second line of a record – AID inhibitor | UDG counterscr
- O=C1CSC(c2cccc(C(F)(F)F)c2)N1c1cc(Cl)cc(Cl)c1 (centres undefined)
    -2% | -12%
- Cc1ccc(C(=O)N2CCN(c3ccccc3F)CC2)cc1NC(=O)c1nsc2ccccc12
    -2% | 8%
- O=c1n(Cc2ccc(Cl)cc2)nc2n1-c1ccccc1OC2
    18% | 5%
- CCCC(=O)N(c1ccc2oc(-c3ccccc3)c(C(=O)OCC)c2c1)S(=O)(=O)c1ccc(C)cc1
    -21% | -2%
- Cc1ccc2nc(C(=O)O)[nH]c2c1
    -2% | -4%
